# Source: PubChem BioAssay
# bovine MsrA act = activators of bovine methionine sulfoxide reductase A | purified bovine MsrA, absorbance read-out | activation, % at 10.6 µM | 0.3% of 360,000 active | AID 602163; in the data active means activation above about 7.5%;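 further: 0% = vehicle and 100% = reference activator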
# MLLE-PAM2 inh = blocks PAM2 peptide binding to the PABP1 MLLE domain. P11940. GST-MLLE / FITC-PAM2 fluorescence polarization. inhibition, % at 20 µM. 0.36% of 360,000 active. AID 588489; in the data active means inhibition above about 35%, passing the limit was not always enough;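 further: plate controls were DMSO wells with GST-MLLE for no effect and wells lacking GST-MLLE protein for full effect; some results filed as inactive read as strong as hits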
# Target sequence (P11940 whole entry, looked up, the tested form may be a part): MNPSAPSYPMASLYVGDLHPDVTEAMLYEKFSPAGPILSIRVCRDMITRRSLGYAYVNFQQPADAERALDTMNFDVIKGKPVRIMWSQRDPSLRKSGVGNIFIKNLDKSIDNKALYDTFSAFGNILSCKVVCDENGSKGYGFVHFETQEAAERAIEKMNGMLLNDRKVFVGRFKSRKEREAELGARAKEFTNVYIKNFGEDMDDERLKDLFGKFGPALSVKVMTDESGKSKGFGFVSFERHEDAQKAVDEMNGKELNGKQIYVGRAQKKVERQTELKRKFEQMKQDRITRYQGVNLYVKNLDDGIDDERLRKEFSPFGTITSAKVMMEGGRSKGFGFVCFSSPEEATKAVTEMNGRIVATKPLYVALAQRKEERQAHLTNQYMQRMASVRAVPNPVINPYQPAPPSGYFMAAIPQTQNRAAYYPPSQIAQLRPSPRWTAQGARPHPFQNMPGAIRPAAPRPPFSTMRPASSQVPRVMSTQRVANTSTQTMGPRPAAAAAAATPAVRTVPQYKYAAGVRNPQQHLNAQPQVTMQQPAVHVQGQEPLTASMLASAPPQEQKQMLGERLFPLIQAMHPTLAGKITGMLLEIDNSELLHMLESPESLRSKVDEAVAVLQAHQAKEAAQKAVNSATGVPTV
# E coli Lon inh = E. coli protease La inhibition; inhibition, % at 7.94 µM; 0.42% of 360,000 active; P0A9M0; AID 602123; purified E. coli Lon protease, fluorescence polarization; in the data active means inhibition above about 13%, passing the limit was not always enough;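 further: 0% = enzyme with probe and DMSO and 100% = no enzyme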
# MsrA inh = bovine MsrA inhibition; purified bovine MsrA, absorbance read-out; inhibition, % at 15.5 µM; 0.75% of 360,000 active; AID 651718; in the data active means inhibition above about 4.5%;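 further: 0% = vehicle wells with enzyme and 100% = reference inhibitor wells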
# Neddylation inh = cullin neddylation inhibition | P61081+Q13564 | TR-FRET cullin neddylation, biochemical | calls only at 25 µM | 0.58% of 360,000 active | AID 651699; in the data active means inhibition above about 36%
# CSN inh = CSN deneddylation inhibition. 0.38% of 360,000 active. inhibition, % at 12.5 µM. Q92905. AID 651999. Purified CSN, SCF-Nedd8-OG deneddylation, fluorescence polarization;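 active means pattern-corrected inhibition above about 35%, with an unprinted fluorescence ratio check between 0.5 and 1.5, limit read from the data, passing the limit was not always enough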;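 further: 0% = enzyme with substrate and 100% = substrate without enzyme; some results filed as inactive read as strong as hits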
# Target sequence (Q92905 whole entry, looked up, one chain of several): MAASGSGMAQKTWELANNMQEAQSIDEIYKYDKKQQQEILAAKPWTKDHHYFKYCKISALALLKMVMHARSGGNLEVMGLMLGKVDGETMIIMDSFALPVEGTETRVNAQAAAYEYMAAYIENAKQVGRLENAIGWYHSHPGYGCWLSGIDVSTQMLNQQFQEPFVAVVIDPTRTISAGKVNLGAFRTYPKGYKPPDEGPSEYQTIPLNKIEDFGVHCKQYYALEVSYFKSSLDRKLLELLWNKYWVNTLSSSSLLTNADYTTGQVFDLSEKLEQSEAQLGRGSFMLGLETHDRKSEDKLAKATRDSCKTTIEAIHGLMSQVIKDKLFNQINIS
#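 Test system: purified human Csn5 enzyme expressed in HEK293T cells. Amount: 0.24 nM enzyme. Reagent: SCFSkp2-Nedd8OG substrate at 10 nM final. Schedule: 90 min incubation of compound, enzyme and substrate at room temperature. Detection: fluorescence polarization. Read-out: % inhibition of substrate cleavage by Csn5.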
# FAS TE block = blocks the thioesterase domain of human fatty acid synthase | P49327 | recombinant FAS-TE, OMFH fluorogenic substrate, fluorescence endpoint | inhibition, % at 15 µM | 0.67% of 360,000 active | AID 602261;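 active means compounds whose normalised, plate-corrected inhibition of enzyme fluorescence in the single-dose primary screen is 50% or more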;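 further: 0% = DMSO with enzyme and 100% = substrate without enzyme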
# Rin1-Abl PPI inh = blocks binding of human Rin1 to Abl | TR-FRET Rin1/Abl binding, biochemical | inhibition, % at 7.35 µM | 0.4% of 360,000 active | AID 588664; in the data active means inhibition above about 5%, passing the limit was not always enough
# TbMetRS inhib = blocks T. brucei methionyl-tRNA synthetase activity. purified T. brucei MetRS, ATP depletion, Kinase-Glo luminescence. inhibition, % at 11.9 µM. 0.4% of 360,000 active;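 active means inhibition above a per-plate cutoff of the control wells' mean inhibition plus 3 SD, cut at about 5.5% in these data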;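 further: 0% = DMSO wells median and 100% = median of wells with control inhibitor compound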
#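 Assay system: T. brucei methionyl-tRNA synthetase, purified | Medium: HEPES buffer with MgCl2, KCl, DTT, spermine, BSA, pyrophosphatase | Compound: 11.9 µM single point | Incubation: 15 min enzyme-compound preincubation, 2 h reaction, 10 min detection, 25 °C | Measured by: Kinase-Glo luciferase luminescence reporting remaining unconsumed ATP | Measure: % inhibition normalized to control-well medians | Replication: Singlicate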
# Numbers without * were called inactive; i = inactive; x = not tested or not shown.
# Letters – A = bovine MsrA act; B = MLLE-PAM2 inh; C = E coli Lon inh; D = MsrA inh; E = Neddylation inh; F = CSN inh; G = FAS TE block; H = Rin1-Abl PPI inh; I = TbMetRS inhib
CCOC(=O)CCNC(=O)c1ccc2nc(C3CCCCC3)oc2c1
  A = 0; B = 20; C = -9; D = 0.2; E = i; F = 1; G = -2; H = -1; I = 0.1
Cc1nc(C(=O)NNC(=O)c2ccc(C(F)(F)F)cc2)cs1
  A = -2; B = 6; C = -3; D = -0.4; E = i; F = 4; G = -6; H = 0; I = -0.4
CCN1C[C@@H]2[C@@H]3C(=O)N(C)C(=O)[C@@H]3[C@](Cc3ccccc3)(C1=O)N2C(=O)c1ccc(Cl)c(Cl)c1
  A = -5; B = -3; C = 6; D = 0.4; E = i; F = 0; G = -5; H = 2; I = -0.3
CC(C)(C)S(=O)N1Cc2cc(CO)cc(CCO)c2[C@@H]1CCO (some centres not stated)
  A = 0; B = 20; C = 4; D = -0.8; E = i; F = 0; G = -5; H = -2; I = 0.4
CNC(=O)CSc1nc2cccnc2n1-c1ccc(F)cc1
  A = -2; B = -2; C = 28*; D = -0.2; E = i; F = -2; G = -4; H = 0; I = -0.2
N#Cc1ccccc1C[C@H](N)C(=O)NC[C@H]1O[C@@H](n2cnc3c(N)ncnc32)[C@H](O)[C@@H]1O
  A = -2; B = 4; C = -6; D = 0.1; E = i; F = 2; G = -6; H = 4; I = 0.6
CCCCCCNC(=O)O[C@H]1Cn2c(=O)n(CCCCCC)c(=O)n2[C@@H]2CN(S(=O)(=O)c3ccc(C)cc3)C[C@]12O
  A = 5; B = -1; C = 0; D = -1.1; E = i; F = -3; G = 20; H = -3; I = 0.0
CCOC(=O)c1cc(-c2cc(OC)c(OC)c(OC)c2)nc2c1c(=O)[nH]c(=O)n2Cc1ccccc1
  A = -3; B = 7; C = -7; D = 0.1; E = i; F = -9; G = 7; H = 1; I = -0.2
O=C(COC(=O)c1ccc([N+](=O)[O-])cc1)Nc1ccc(Cl)cn1
  A = 1; B = 4; C = -8; D = 0.4; E = i; F = 6; G = -3; H = -3; I = -0.4
CN(C(=O)CSc1nc2ccccc2c(=O)n1-c1ccc(F)cc1)C1CCS(=O)(=O)C1 (configuration not stated)
  A = 0; B = 0; C = -4; D = 0.0; E = i; F = 2; G = -10; H = 4; I = -0.3
Cc1ccc(C(=O)Cn2c(N3CCOCC3)nc3c2c(=O)n(C)c(=O)n3C)cc1
  A = -2; B = -3; C = 5; D = -0.3; E = i; F = -3; G = 2; H = 0; I = 0.4
CCN(CC)S(=O)(=O)c1cccc(C(=O)N/N=C/c2c(C)nn(-c3ccccc3)c2Cl)c1
  A = -4; B = -6; C = 0; D = -0.8; E = i; F = 2; G = 2; H = -4; I = 0.0
CN(C(=O)c1ccc(NC(=O)C2CCCN(C(=O)OC(C)(C)C)C2)cc1)C1CCCCC1 (configuration not stated)
  A = 6; B = -4; C = 15; D = -0.9; E = i; F = -2; G = -5; H = 0; I = -0.3
CCN(CC)CCNC(=O)C1(c2ccccc2)CCCCC1
  A = -2; B = 1; C = 9; D = 0.5; E = i; F = 0; G = -6; H = -1; I = -0.2
O=C(Cc1c[nH]c2ccccc12)NCc1ccc(Cl)cc1Cl
  A = -2; B = -11; C = 3; D = -0.4; E = i; F = -2; G = 14; H = 3; I = 3.4
C/C(=N\N(Cc1ccccc1)c1ccccc1)c1cccnc1
  A = -2; B = 8; C = -8; D = -0.4; E = i; F = -3; G = 14; H = -1; I = -0.8
COc1cc([N+](=O)[O-])ccc1NC(=O)Nc1ccc2c(c1)OCCO2
  A = -13; B = 13; C = 1; D = 1.8; E = i; F = 0; G = 11; H = 6; I = -1.3
CC1CCN(CC(=O)Nc2cccc(Cl)c2)CC1
  A = -2; B = 12; C = -3; D = 1.0; E = i; F = -1; G = 0; H = 0; I = -0.7
O=S(=O)(c1ccc(-c2ccccc2)cc1)N1CCCC1
  A = -2; B = -15; C = 0; D = -0.4; E = i; F = 10; G = 18; H = 4; I = -0.2
Cc1ccc(CNC(=O)c2ccccc2N)cc1
  A = -2; B = -8; C = -11; D = 1.3; E = x; F = 1; G = -4; H = 4; I = 0.1
CC(C)Cn1c(N)c(/C=N/NC(=O)c2ccc(Cl)cc2)c(=O)n(C)c1=O
  A = -3; B = -4; C = 3; D = -0.2; E = x; F = 1; G = -5; H = -1; I = 0.9
O=C(O)c1ccc2c(c1)N(Cc1ccccc1F)C(=O)c1ccccc1S2=O (configuration not stated)
  A = -7; B = -6; C = -2; D = 0.5; E = i; F = -2; G = -3; H = -2; I = -0.9
CCn1nc(C)cc1C(=O)NC1CCCc2c1cnn2-c1cc(F)cc(F)c1 (configuration not stated)
  A = -1; B = -4; C = -3; D = -0.3; E = i; F = -1; G = -4; H = -2; I = -0.3
CC(C)(C)S(=O)(=O)/C(C#N)=N/Nc1ccc(S(N)(=O)=O)cc1
  A = -1; B = 3; C = 1; D = 2.8; E = i; F = 1; G = -8; H = -1; I = 0.0
COC(=O)c1cc(NC(=S)Nc2cc(Cl)cc(Cl)c2)cc(C(=O)OC)c1
  A = -6; B = 36*; C = -6; D = 0.6; E = i; F = 6; G = 29; H = 4; I = -0.2
Cc1cccc2cc(CN(Cc3cccnc3)C(=O)c3ccncc3)c(=O)[nH]c12
  A = -8; B = 4; C = -8; D = 0.7; E = i; F = 2; G = -6; H = -7; I = -0.8
Cc1cc(Cl)ccc1OCCCC(=O)OCC(=O)Nc1cccc(S(N)(=O)=O)c1
  A = -13; B = -17; C = 1; D = 0.9; E = i; F = 0; G = 5; H = 2; I = 4.0
COC(=O)c1sc2nc[nH]c(=O)c2c1C
  A = -1; B = -2; C = -5; D = 0.2; E = i; F = -3; G = -9; H = -11; I = 0.6
O=C(CCSc1ccccc1)Nc1nnc(-c2cccs2)o1
  A = -1; B = 8; C = 1; D = 0.1; E = i; F = 7; G = -2; H = -1; I = 0.6
CSc1ccccc1NC(=O)c1ccoc1C
  A = -12; B = 12; C = -1; D = 0.6; E = i; F = -2; G = -9; H = -1; I = -1.1
CCOC(=O)c1c(NC(=O)c2cccc(N3C(=O)CCC3=O)c2)sc(C)c1C
  A = -4; B = 0; C = 0; D = 1.5; E = x; F = 3; G = 14; H = -5; I = -0.4
CN(CP(=O)(O)CCc1ccccc1)S(C)(=O)=O
  A = -2; B = -9; C = -1; D = -0.7; E = i; F = -1; G = -10; H = 0; I = -0.7
Cc1cccc(C(=O)NCCN2CCCC2)c1
  A = -2; B = 10; C = 7; D = -0.1; E = i; F = -4; G = -8; H = -5; I = 0.6
Cc1scc(C(=O)N2CCN(S(C)(=O)=O)CC2)c1-c1ccccc1
  A = -5; B = -2; C = 3; D = 1.4; E = i; F = -6; G = -3; H = 3; I = 24*
COc1ccc(CNC(=O)c2ccc(CS(=O)Cc3ccc(Cl)cc3)o2)cc1 (configuration not stated)
  A = -2; B = 8; C = 2; D = -1.1; E = i; F = -2; G = 6; H = 1; I = -0.9
COC(=O)C1=CN(Cc2cccs2)C=C(C(=O)OC)C1c1cccc(OC)c1OC
  A = -3; B = -5; C = -10; D = 1.0; E = x; F = -2; G = 0; H = 3; I = -0.3
N#Cc1ccccc1S(=O)c1ccccc1C(=O)Nc1ccccc1 (configuration not stated)
  A = -13; B = 1; C = -9; D = 0.8; E = i; F = -21; G = -3; H = 1; I = -1.0
Cc1cc(Sc2nc(N(C)C)nc(N(C)C)n2)nc(Cl)n1
  A = -3; B = -3; C = -5; D = 0.0; E = i; F = 2; G = 2; H = 2; I = -0.2
O=C(OCCCOC(=O)c1cc[n+]([O-])cc1)c1cc[n+]([O-])cc1
  A = -9; B = -7; C = 1; D = 0.2; E = i; F = 4; G = -4; H = -1; I = -0.2
Nc1ccc(S(=O)(=O)Nc2cc(Cl)c(N)c(Cl)c2)cc1
  A = -3; B = -18; C = 5; D = 0.5; E = i; F = 1; G = -5; H = 3; I = -0.3
COc1cccc(NC(=O)c2cccc(C)c2[N+](=O)[O-])c1
  A = -2; B = 16; C = 2; D = -0.2; E = i; F = 2; G = 3; H = 0; I = 0.8
CO/N=C(/CNC(=O)c1ccc(Cl)cc1Cl)c1ccc(Cl)cc1
  A = 0; B = -3; C = -4; D = 0.3; E = i; F = 3; G = 19; H = -2; I = -0.8
O=C(Nc1nnc(C2CC2)s1)c1cccc(S(=O)(=O)N2CC(c3ccccc3)CC2=O)c1 (configuration not stated)
  A = 6; B = 11; C = -5; D = 0.3; E = i; F = 4; G = 0; H = -1; I = -0.4
COc1ccc(C(=O)Nc2ccc(S(=O)(=O)Nc3onc(C)c3C)cc2)cc1OC
  A = -3; B = 1; C = 6; D = -0.6; E = i; F = 1; G = -4; H = -1; I = -1.8
O=C(CCCn1c(=S)[nH]c2ccc(Br)cc2c1=O)N1CCN(c2ccccn2)CC1
  A = -13; B = -33; C = 8; D = 0.2; E = i; F = -2; G = 1; H = 1; I = 0.9
CCCCn1c(SCC(=O)Nc2cc(C(F)(F)F)ccc2Cl)nnc1C(CC)N(C)C (configuration not stated)
  A = 1; B = -6; C = 1; D = 1.1; E = i; F = -3; G = -2; H = -1; I = 0.2
Cc1ccsc1/C=C1\Oc2cc(OCC(=O)c3ccccc3)ccc2C1=O
  A = 0; B = -11; C = -7; D = 1.2; E = i; F = 18; G = 13; H = 0; I = 0.8
O=C(NNC(=O)c1cc2ccccc2cc1O)Nc1ccc(F)cc1F
  A = -7; B = -3; C = 12; D = 0.2; E = i; F = 1; G = -10; H = 3; I = -0.2
CCC(CO)NCc1ccccc1OC(C)C (configuration not stated)
  A = 0; B = 19; C = -8; D = 0.0; E = i; F = 1; G = -3; H = -1; I = -0.5
N#CCc1ccc(OC(=O)c2cnccc2C(F)(F)F)cc1
  A = -2; B = -8; C = 1; D = -1.2; E = i; F = -3; G = 3; H = -3; I = -0.2

# Remaining list, next part.
# Letters – A = bovine MsrA act; B = MLLE-PAM2 inh; C = E coli Lon inh; D = MsrA inh; E = Neddylation inh; F = CSN inh; G = FAS TE block; H = Rin1-Abl PPI inh; I = TbMetRS inhib
COC(=O)c1cc(C(=O)OC)n(Cc2ccc(F)cc2)n1
  A = -1; B = -13; C = 6; D = -0.6; E = i; F = -2; G = -2; H = -2; I = -0.3
COc1cc(-c2nc3ccccn3c2N)ccc1O
  A = -9; B = 1; C = -10; D = 1.7; E = x; F = 0; G = -7; H = -1; I = -1.0
CN1CCN(C(=O)c2ccc(CS(=O)Cc3ccc(Cl)cc3)o2)CC1 (configuration not stated)
  A = 4; B = 7; C = 14; D = 0.3; E = i; F = -1; G = -6; H = -1; I = -0.2
COCCCNC(=O)CC(NS(=O)(=O)c1ccc(Cl)cc1)c1ccco1 (configuration not stated)
  A = -11; B = 1; C = -3; D = -0.2; E = i; F = 2; G = -8; H = -2; I = -1.7
CCOc1ccc(C(=O)NCC(=O)OCc2csc(-c3ccccc3)n2)cc1
  A = -8; B = -18; C = -9; D = -0.6; E = i; F = -1; G = 21; H = 3; I = -0.6
O=C(CN(C(=O)c1csnn1)c1ccc(F)c(Cl)c1)NC1CCCCC1
  A = -1; B = 15; C = -4; D = -0.5; E = i; F = 10; G = 5; H = 3; I = -0.1

# Single entries from the results shown.
# COCCCNC(=O)CC(NS(=O)(=O)c1ccc(Cl)cc1)c1ccco1 (configuration not stated) – CSN inh = 2
# COc1cc(-c2nc3ccccn3c2N)ccc1O – TbMetRS inhib = -1.0

# Hits appear at their usual frequency. Share with any hit: about 4%.
